# PI4K2A inh: inhibitors of human PI4K2A; Q9BTU6; purified PI4K2A, ADP-Glo luminescence, 1 h; hits give low values; activity change, negative = inhibition, % at 76.9 µM; 420,000 tested, 0.13% active; AID 1346378; in the data active = activity change below about -50%; inconclusive = mostly about -30% to -49%;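 note: -100% = wells without enzyme as full effect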
# Target sequence (Q9BTU6 whole entry, looked up): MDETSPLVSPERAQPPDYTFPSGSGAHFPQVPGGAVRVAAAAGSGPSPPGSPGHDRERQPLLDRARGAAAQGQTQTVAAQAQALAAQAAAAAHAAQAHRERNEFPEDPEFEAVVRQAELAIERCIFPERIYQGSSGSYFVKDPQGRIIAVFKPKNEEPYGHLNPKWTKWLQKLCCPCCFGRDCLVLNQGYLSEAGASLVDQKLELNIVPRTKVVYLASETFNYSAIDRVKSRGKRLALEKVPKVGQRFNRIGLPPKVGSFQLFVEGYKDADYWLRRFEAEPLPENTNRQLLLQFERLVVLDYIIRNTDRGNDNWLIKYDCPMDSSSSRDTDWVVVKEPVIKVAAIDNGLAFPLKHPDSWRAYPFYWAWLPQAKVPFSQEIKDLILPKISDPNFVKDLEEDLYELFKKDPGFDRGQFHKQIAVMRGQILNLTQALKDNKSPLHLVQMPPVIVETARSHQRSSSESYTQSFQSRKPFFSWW
#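 In this quantitative HTS, ADP production by PI4K2A was quantified luminescently after 1 h at ambient temperature; 100 microM adenosine served as plate-quality control.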
# rTrxR1 inhibitor: rat TrxR1 inhibition; O89049; recombinant rTrxR1, NADPH fluorescence consumption, selenite substrate; Potency, µM (top dose mostly 114 µM), for the others: at the top dose activity change, negative = inhibition, hits mostly inhibitors; 390,000 tested, 1% active; note: potency is the fitted concentration of half-maximal effect; % is set by controls: 0 for no effect and ±100 for the full control effect; nearly all actives have a fitted effect of over 65% in size
#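 Rat TrxR1 (90 nM in the dispensed reagent) was pre-reduced with 400 uM NADPH for 5 min at room temperature, then incubated with compound for 15 min. After 400 uM selenite was added, NADPH fluorescence (Ex 340/Em 450 nm) was followed for 8 min.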
# TRHR agonist: TRH receptor (human) agonism | 360,000 tested, 0.18% active | TRHR cells, calcium flux fluo-8, FDSS agonist mode | P34981 | activation, % at 2 µM | AID 493084; in the data active = activation above about 30%; note: 0% is about no effect
#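 TRHR-expressing cells loaded with fluo-8 calcium dye; 23 nL library compound pin-transferred, kinetic FDSS fluorescence (Ex 480/Em 530) recorded about 180 s for agonist-induced calcium release, before a 10 nM TRH EC20 addition for potentiator mode.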
# D2 antagonist: antagonists of human D2 dopamine receptor; HEK293 TREx D2 cells, calcium flux, dopamine EC80; inhibition, % at 10 µM; 340,000 tested, 2% active; AID 485344; in the data active = inhibition above about 30%; note: 0% is about no effect
#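 Cells plated overnight at 30 C with tetracycline; no-wash calcium dye, 30–90 min RT; 10 s baseline; compound pinned; 180 s read; EC80 dopamine added; another 180 s read.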
# D2 ag: D2 dopamine receptor (human) agonism; P14416; HEK293 T-REx D2 cells, calcium flux agonist mode; activation, % at 2 µM; 340,000 tested, 0.53% active; AID 485358;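 active = activation over 3 SD above normal in the single-dose calcium agonist read, cut at about 30% in these data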; note: 0% is about no effect
#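 Agonism scored from kinetic calcium signal (1 read/sec, 180 s) following compound pin transfer, after a 10 s baseline. Cells: HEK293 Trex line expressing inducible D2 receptor coupled to calcium, dye-loaded after overnight culture at 30 C.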
# TrxR1 substrate: is turned over as a substrate by rat TrxR1. O89049. purified TrxR1 substrate turnover, NADPH consumption readout. Potency, µM (titrated, usually from 114 µM), for the others: at the top dose activity change, negative = substrate turnover. 390,000 tested, 0.01% active; note: potency is the fitted concentration of half-maximal effect; % is set by controls: 0 for no effect and ±100 for the full control effect; nearly all actives have a fitted effect of over 50% in size
#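 Rat TrxR1, dispensed at 90 nM, was prereduced with 400 uM NADPH (final) for 5 min at ~22 deg C, then incubated with compound 15 min before 400 uM selenite. A first-read NADPH fluorescence drop versus no-compound background flagged substrates.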
# USP1 inh: USP1/UAF1 (human) deubiquitinase inhibition; AID 743255; 390,000 tested, 0.23% active; recombinant USP1/UAF1, Ub-Rhodamine cleavage fluorescence; Potency, µM (top dose mostly 57.1 µM), inactives show at the top dose activity change, negative = inhibition, hits mostly inhibitors; note: potency is the fitted concentration of half-maximal effect; % is set by controls: 0 for no effect and ±100 for the full control effect; nearly all actives have a fitted effect of over 60% in size; inactives centre near -12
#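 In this screen, compounds sit with the deubiquitinase complex (1nM) for 15 min at room temperature before Ub-Rho is added at 150nM final. Fluorescence rise is then followed for 6 reads every 60 seconds.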
# TRHR enhancer: allosteric enhancers of human TRH receptor. TRHR cells, fluo-8 calcium fluorescence, EC20 TRH enhancement. enhancement, % at 2 µM. 360,000 tested, 0.66% active; in the data active = enhancement above about 30%; note: 0% is about no effect
#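 TRHR-expressing cells loaded with fluo-8 calcium dye were read kinetically (ex 480/em 530) during compound addition, then stimulated with an EC20 of TRH (10 nM final). Enhancement of the Gq-mediated intracellular calcium response was scored.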
# IDH1 R132H inh: human IDH1 R132H inhibition; O75874; IDH1-R132H enzyme, NADPH consumption, diaphorase/resazurin fluorescence; Potency, µM (highest dose often 76.6 µM), without a hit: at the highest dose activity change, negative = inhibition, actives largely listed as inhibitors; 390,000 tested, 0.093% active; note: potency is the fitted concentration of half-maximal effect; % is set by controls: 0 for no effect and ±100 for the full control effect; nearly all actives have a fitted effect of over 65% in size
# Target sequence (O75874 whole entry R132H, stated change not applied): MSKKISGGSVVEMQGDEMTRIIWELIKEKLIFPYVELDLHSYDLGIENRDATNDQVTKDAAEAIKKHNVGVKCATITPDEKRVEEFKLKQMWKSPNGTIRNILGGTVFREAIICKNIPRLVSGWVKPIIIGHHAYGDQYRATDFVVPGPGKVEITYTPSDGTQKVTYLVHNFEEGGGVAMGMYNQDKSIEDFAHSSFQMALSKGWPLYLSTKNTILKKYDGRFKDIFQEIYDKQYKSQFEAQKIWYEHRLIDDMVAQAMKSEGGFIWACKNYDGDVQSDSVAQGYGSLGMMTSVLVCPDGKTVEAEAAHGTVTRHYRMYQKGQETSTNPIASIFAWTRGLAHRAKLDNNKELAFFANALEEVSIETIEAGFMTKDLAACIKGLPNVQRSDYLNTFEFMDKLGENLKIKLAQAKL
#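 IDH1-R132H (0.5 ug/mL) preincubated 30 min with compound, then NADPH (0.016 mM) and alpha-KG (2 mM) added; 80 min at RT, pH 7.5. Remaining NADPH coupled via diaphorase/resazurin to fluorescence (540/590 nm); concentration-response curves normalized to no-enzyme control.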
# * marks the source's active call; other numbers are inactive results; ? = inconclusive; . = no result given; [ ] = dose if it differs, or a comment. Unless noted, calls come from the whole dose curve; as a rule, active = well fitted inhibition curve with a large enough effect; inconclusive = small, poorly fitted or top-dose-only effect; inactive = no such curve, though single readings can be large or run the other way.
SMILES	TRHR enhancer	IDH1 R132H inh	TRHR agonist	USP1 inh	PI4K2A inh	rTrxR1 inhibitor	D2 ag	TrxR1 substrate	D2 antagonist
CC(C)(C)n1ncc(Oc2ccccc2[N+](=O)[O-])c(Cl)c1=O	7	7%	-0.8	-1%	1	9%	-1.0	-3%	12
COc1ccc(C)cc1NC(=O)CSc1ncc2c(n1)-c1ccc(Cl)cc1N(Cc1ccccc1)S2(=O)=O	2	18%	-0.4	-5%	-3	11%[57.1 µM]	-0.1	2%[57.1 µM]	.
CCOC(=O)CN(Cc1ccccc1)S(=O)(=O)c1ccc(NC(C)=O)cc1	4	5%	-0.7	-16%	4	15%	-1.7	6%	-11
Cc1cccc(C2=NN(c3ccc(Br)cc3)[C@@H](C(=O)N3CCOC3=O)[C@@H]2c2ccc(Cl)cc2)c1	.	-6%	.	-24%	2	44%[activator]	.	56%[activator]	.
O=C1/C(=C/c2ccncc2)SC(=S)N1Nc1ccccc1	-2	-23%	1.5	?	-9	4.5µM*	1.1	-7%[57.1 µM]	-2
COc1cc(Nc2ccc(S(=O)(=O)N3CCN(C)CC3)cc2[N+](=O)[O-])cc(OC)c1	-4	2%	-0.1	-9%	2	-12%[57.1 µM]	-0.1	2%[57.1 µM]	-2
Nc1nnc(C2CCCC2)s1	5	0%	-0.1	-12%	2	3%	0.7	-5%	-5
COc1cc(OC)c(N(C)S(=O)(=O)c2cccc(C(=O)Nc3nccs3)c2)cc1Cl	.	10%	.	-19%	0	24%	.	8%	.
CC(=O)c1ccc(S(=O)(=O)Nc2ccc(C(=O)NCCCn3ccnc3)cc2)cc1	5	-3%	0.9	-10%	-2	-1%	.	-2%	.
N#CC1=C(N)C(C#N)(C#N)[C@H](c2ccncc2)[C@H]2CN(C(=O)OCc3ccccc3)CC=C12	-4	?	0.8	-23%	-10	?	1.4	4%	-5
Cc1cc(C(F)(F)F)n2nc(-c3cnn(C)c3C(F)(F)F)c(Cl)c2n1	-1	-1%	0.1	-9%	-1	11%	2.2	-1%	6
Cc1nc(Sc2ccccc2)c(C#N)c(C)c1[N+](=O)[O-]	-8	7%	-1.6	-14%	-13	8%	0.8	5%[57.1 µM]	19
c1ccc2c(C[C@@H]3CNCCN3CCCCC3CCCCC3)cccc2c1	.	2%	.	-20%	-1	1%	.	7%	.
O=C(COC(=O)/C=C/c1ccccc1)NC(=O)NC1CCCCC1	.	-7%	.	-23%	0	-9%[2.29 µM]	.	-7%[2.29 µM]	.
Cc1cc(NC(=O)CSc2nc(C)c(C)c(=O)[nH]2)no1	-1	21%	0.5	-12%	-1	6%	0.0	3%	0
COc1ccc(OC)c(NC(=O)N2CC(C)Oc3ccc(C)cc32)c1 (stereo not given)	16	-6%	0.9	-17%	3	3%	0.1	-5%	.
NC(=O)CSc1nnc(-c2ccc(S(=O)(=O)N3CCOCC3)cc2)n1Cc1ccccc1	10	-3%	1.5	-8%	5	6%	3.2	14%	4
Cc1csc(Sc2ccc([N+](=O)[O-])cc2C(=O)OCC(=O)NC(=O)NC(C)(C)C)n1	-5	12%	2.9	-27%	-1	13%[57.1 µM]	.	-8%[57.1 µM]	.
COc1ccc(-n2nc(N)c(C(N)=O)n2)cc1	-3	9%	1.1	-2%	-6	-24%[57.1 µM]	-1.0	663%[activator][57.1 µM]	-12
COc1ccccc1NS(=O)(=O)c1c(C(=O)N2CCCC2)c(C)n(C)c1C	-2	0%	-0.1	-17%	-1	8%	-2.0	2%	9
O=C(CCCOc1ccccc1)Nc1ccc(Cl)cn1	7	0%	-0.9	?	-3	10%[57.1 µM]	.	9%[57.1 µM]	.
O=C(NCc1ccc(OC(F)(F)F)cc1)c1cc(-c2ccccc2)nn1CC1CC(c2cccnc2)=NO1 (stereo not given)	.	3%	.	-6%	1	0%	.	-6%	.
CC(=O)NNc1ncnc2ccccc12	2	-11%	0.0	-1%	-1	-2%	0.6	-6%	-5
N#CC1=C(SCC(N)=O)NC(=O)CC1c1cccc2ccccc12 (stereo not given)	.	13%	.	-10%	5	1%	.	8%	.

# Shown with values under each structure: entries from further up
# Every second line gives: TRHR enhancer, IDH1 R132H inh, TRHR agonist, USP1 inh, PI4K2A inh, rTrxR1 inhibitor, D2 ag, TrxR1 substrate, D2 antagonist
- O=C(NCc1ccc(OC(F)(F)F)cc1)c1cc(-c2ccccc2)nn1CC1CC(c2cccnc2)=NO1 (stereo not given)
  ., 3%, ., -6%, 1, 0%, ., -6%, .
- CC(=O)NNc1ncnc2ccccc12
  2, -11%, 0.0, -1%, -1, -2%, 0.6, -6%, -5
- N#CC1=C(SCC(N)=O)NC(=O)CC1c1cccc2ccccc12 (stereo not given)
  ., 13%, ., -10%, 5, 1%, ., 8%, .
- NC(=O)CSc1nnc(-c2ccc(S(=O)(=O)N3CCOCC3)cc2)n1Cc1ccccc1
  10, -3%, 1.5, -8%, 5, 6%, 3.2, 14%, 4

# Next records:
SMILES	TRHR enhancer	IDH1 R132H inh	TRHR agonist	USP1 inh	PI4K2A inh	rTrxR1 inhibitor	D2 ag	TrxR1 substrate	D2 antagonist
COC(=O)c1ccc(CSc2nnc(NC(C)C)s2)o1	15	-3%	0.0	-18%	9	-3%[57.1 µM]	1.3	-3%[57.1 µM]	13
O=C(COC(=O)c1ccc(F)cc1F)NC1CC1	-4	-2%	-1.6	-10%	4	5%[57.1 µM]	0.2	0%[57.1 µM]	31*
Cc1ccc(N(CC(=O)NCc2ccc(F)cc2)C(=O)c2csnn2)cc1C	8	1%	-0.8	-23%	-1	12%	.	2%	.
Cc1cc(S(=O)(=O)N2CCCC2)ccc1OCC(=O)N1CCC(C(N)=O)CC1	-6	7%	0.4	-10%	-20	15%[57.1 µM]	.	6%[57.1 µM]	.
CCOC(=O)C1CCCN(c2ncnc3c2oc2ccccc23)C1 (stereo not given)	13	4%	-0.3	-20%	-8	-12%	-0.1	-3%	11
CC(C)CN1C(=O)C(NC(=O)C2CC2)(C(F)(F)F)C2=C1CC(C)(C)CC2=O (stereo not given)	2	-1%	-0.3	-7%	1	-5%	-0.5	-4%	-5
COc1ccc2cc(Br)ccc2c1CC(=O)NCCCN1CCOCC1	.	-8%	.	-7%	4	8%	.	-1%	.
Cc1ccc(NS(=O)(=O)c2cccc(C(=O)N3CCCCCC3)c2)cc1	-1	3%	0.3	-14%	1	-2%	-0.2	1%	-8
CCOc1ccc([C@@H]2CC=C(C(=O)O)[C@H](c3ccc(Cl)cc3)N2S(=O)(=O)c2ccc(C)cc2)cc1	-5	-7%	-0.4	-16%	1	19%[57.1 µM]	-0.9	13%[57.1 µM]	-6
CC(C)(C)C(=O)Nc1nnc(CSCc2ccccc2F)s1	2	2%	-0.9	-22%	1	-4%	0.5	-1%	11
CCCC(OC(=O)CC1Sc2ccccc2NC1=O)C(=O)NCc1ccco1 (stereo not given)	11	1%	-0.1	2%	-2	?	0.9	9%	-18
CC(NC(=O)CNC(=O)OCc1ccccc1)C(=O)N1CC(O)CC1C(=O)OCc1ccccc1 (stereo not given)	-3	1%	0.0	-9%	19	9%[57.1 µM]	0.5	8%[57.1 µM]	4
CC(=O)c1cccc(-n2nnnc2SCC(=O)Nc2cccc(NC(=O)c3ccco3)c2)c1	-7	1%	0.2	-15%	3	3%	0.0	-7%	6
CCOC(=O)Cn1c(=O)oc2cc(S(=O)(=O)NCCc3ccc(OCC)c(OCC)c3)ccc21	2	10%	0.3	-18%	11	20%	1.2	8%	-2
CCOc1cc(/C=N/Nc2cc(C)nc3ccc(C)cc23)ccc1O	6	9%	0.4	-24%	1	10%	-0.4	5%	-9
CCOc1cc(N2CCOCC2)c(OCC)cc1NC(=O)CSc1nc(N)cc(=O)[nH]1	7	2%	0.0	-16%	-6	38%[activator]	0.3	4%	14
CCOC(=O)c1ccc(NC(=O)COc2ccc(-n3cnnn3)cc2)cc1	1	2%	-1.1	-2%	-19	39%[activator][57.1 µM]	-1.7	9%[0.457 µM]	-7
COc1ccc(-c2oc(=O)c3cc(OC)c(OC)cc3c2/C=C/c2cccc([N+](=O)[O-])c2)cc1	8	-11%	0.0	-6%	2	-1%[57.1 µM]	-0.4	4%[57.1 µM]	-5
Cc1ccc(NC(=O)CSc2nc(=O)n(CCCN3CCOCC3)c3c2CCCC3)cc1F	-6	7%	0.1	2%	2	-14%	-2.5	-12%	31*
Cc1nn2c(=O)cc(COC(=O)c3ccccc3NC(=O)C(C)Oc3ccccc3)nc2s1 (stereo not given)	1	-10%	-0.7	-8%	2	7%[57.1 µM]	0.4	3%[57.1 µM]	.
O=C1CCN(c2ccccc2)N1	.	23%	.	2%	0	-17%	.	-11%	.
COc1ccccc1C(=O)NCCC(=O)NCCCSc1ccccc1	-2	0%	-0.3	10%	4	8%	.	-7%	.
CCCCN(C(=O)c1cccc(S(=O)(=O)N(CC)c2ccccc2)c1)c1c(N)n(CC(C)C)c(=O)[nH]c1=O	.	12%	.	-19%	5	13%	.	-6%	.
O=C(NN1C(=O)c2cc(Br)ccc2NC1c1cc(Br)cc(Br)c1O)c1ccncc1 (stereo not given)	-2	-18%	0.8	-24%	3	-8%	-1.4	-2%	-10
CC(NC(=O)/C(C#N)=C1\N=C(NC(=O)c2ccco2)c2ccccc21)c1ccccc1 (stereo not given)	3	0%	2.1	14%	4	-16%	0.7	-7%	23
Cc1cc(NC(=O)CCCn2c(C)c3cnn(-c4ccccc4)c(=O)c3c2C)ccc1Br	17	-13%	-0.6	-3%	-1	-8%	-0.1	-8%	.
Cc1cc(NC(=O)c2ccc(Br)o2)ccc1NC(=O)c1ccco1	13	6%	-0.3	-22%	?	6%	-2.5	-3%	-7
O=C(Nc1cccc(-c2nc3cc(Cl)ccc3o2)c1)C1CCCO1 (stereo not given)	-4	1%	-0.1	-20%	6	19%	0.9	13%	-18

# Compound activity from PubChem BioAssay.
